Cav3 T inh: human Cav3.2 channel inhibition, primary screen; Cav3.2-expressing cells, Fluo-4 calcium fluorescence FDSS; stronger effect = lower value; B-score at 10 µM; 100,000 compounds, 4% hits; AID 449739;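 active = single-dose well whose peak fluorescence ratio is a statistical outlier from its plate by either plate-standardised score or position-corrected B-score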
The depositor's hits bear a star; & = joins results of further samples. Not all compounds are listed (hit frequency here may not be typical).

SMILES | Cav3 T inh
CCC(C)N1C(=O)NC(=O)C2(Cc3cc(C)ccc3N(C)C2)C1=O (configuration not stated) | 0.971
CC(=NCCC1=CCCCC1)c1c(O)[nH]c(=O)[nH]c1=O | -0.483
CC(=O)Nc1ccccc1C(=O)OCC(=O)c1cccc2ccccc12 | -2.63
CC(Cc1ccccc1)NC(=O)NC(C)Cc1ccccc1 (configuration not stated) | -0.0902
CN1CC[C@@H](c2ccc(F)cc2)[C@H](COc2ccc3c(c2)OCO3)C1 | -1.67
COc1ccc(-n2c(O)c(C=NCCCn3ccnc3)c(=O)[nH]c2=O)cc1 | 0.686
CCN(CC)c1ccc(CN2CC=C(c3ccc(F)cc3)CC2)cc1 | -0.855
Cc1ccc2nc(-c3ccncc3)cc(C(=O)N3CCC4(CC3)OCCO4)c2c1 | 0.393
CC(C)CN(CC(C)C)c1ccc(C=C2C(=O)NC(=S)NC2=O)cc1[N+](=O)[O-] | -0.634
CCOC(=O)C(O)(c1ccc(NC(=O)c2ccco2)c(OC)c1)C(F)(F)F (configuration not stated) | -0.105
COc1ccccc1OCC(=O)Nc1ccc(Cl)cc1C(=O)c1ccccc1 | 1.13
Cc1nn(CCC#N)c2c1P(=S)(N1CCCC1)OC(c1ccc(F)cc1)=N2 (configuration not stated) | -3.3

In another format: results already given
smiles,Cav3 T inh
Cc1ccc2nc(-c3ccncc3)cc(C(=O)N3CCC4(CC3)OCCO4)c2c1,0.393
Cc1nn(CCC#N)c2c1P(=S)(N1CCCC1)OC(c1ccc(F)cc1)=N2 (configuration not stated),-3.3

Later entries:
SMILES | Cav3 T inh
CN1CC[C@@]2(C)c3cc(O)ccc3N(C)C2O1 (some centres not stated) | -0.0133
COc1cc2c(cc1OC)C13CCN4CC5=CCOC6CC(=O)N2C1C6C5CC43 (configuration not stated) (tested in a mixture with another compound) | 0.731
COC(=O)C1=C(c2cc3ccccc3s2)C[C@@H]2CC[C@H]1N2C(=O)N1CCC(C)CC1 | -1.35
CCCCCP(=O)(O)c1ccccc1 | 1.15
Cc1ccc(S(=O)(=O)NC(CC(=O)N2CCC3(CC2)OCCO3)c2ccco2)cc1 (configuration not stated) | 0.201
CCCCOP(=O)(CN1CCOCC1)OCCCC | 0.0156
CC(C)NS(=O)(=O)c1ccc(OCC(=O)N2CCN(C)CC2)cc1 | -0.375
CN1CCC(n2nccc2N)CC1 | 0.981
COc1ccccc1/C=N/N=C(/N)N[N+](=O)[O-] | 1.06
CC(=O)O[C@@H]1[C@H]2CC[C@@H]3[C@]1(C[C@@H](OC(C)=O)[C@@]1(O)C([C@@H]4O[C@@H]4C1(C)C)[C@]3(C)O)C[C@@]2(C)O (some centres not stated) | 0.016
C=C1C(=O)O[C@@H]2C[C@@H](C)[C@@H]3C4OC4C(=O)[C@@]3(C)[C@@H](O)[C@H]12 (some centres not stated) | -0.129
COCCOC(=O)C1=C(N)Oc2c(c(=O)oc3ccccc23)C1c1ccncc1 (configuration not stated) | 0.0501
Cc1ccc2c(c1)C(c1ccccc1)NCC(=O)N2 (configuration not stated) | 1.12
COc1cc(C2SCC(=O)Nc3c2c(C)nn3-c2ccccc2)cc(OC)c1OC (configuration not stated) | 1.4
Cc1nn(C)c(C)c1/C=C1/CC2C3CC=C4CC(O)CCC4(C)C3CCC2(C)C1=O (configuration not stated) | 0.317
CCCCOc1ccc(CC2C(=O)N(C)C(=O)N(C)C2=O)cc1 | 1.26
CCOC(=O)N(c1ccccc1)P1(=S)OCCO1 | 1.18
CN1CCN(c2ccc(C(N)=O)cc2N)CC1 | 0.14
CCOC(=O)C1SC2(C(F)(F)F)CC1(O)c1c(C)cc(C)nc1O2 (configuration not stated) | 0.718
CC(C)c1ccc(O)c(CN2CCN(c3ccccc3)CC2)c1 | -0.0527
Cc1ccc2c(c1)CC1(CN2C)C(=O)NC(=O)N(c2cc(C)ccc2C)C1=O (configuration not stated) | -1.81
CCCOP(=O)(O)c1c([N+](=O)[O-])cc(C(F)(F)F)cc1[N+](=O)[O-] (tested in a mixture with another compound) | -0.0501
OCC1(CO)COC(c2cccnc2)N1 (configuration not stated) | -0.02
O=c1cc(C(F)(F)F)c2cc3c4c(c2o1)CCCN4CCC3 | -7.83*
CC1N(O)C2CCCCCC2N1O (configuration not stated) | -0.304
COC(=O)C(O)(c1c(C)[nH]c2ccccc12)C(F)(F)F (configuration not stated) | -1.6
COc1ccc(CCn2c(O)c(C=NC3CC3)c(=O)[nH]c2=O)cc1OC | 0.329
CCOc1ccc(-n2c(O)c(C=NCCN(CC)CC)c(=O)[nH]c2=O)cc1 | 0.391
ON1C2CCCCC2N(O)C1c1ccccc1 (configuration not stated) | -3.6
CN1C(=O)c2ccccc2NC(=O)[C@]12O[C@@H]2c1ccccc1 | -0.0955
CC(=O)OC1C2CCCC1C(N1CCCC1)CC2 (configuration not stated) | -0.157
CC(C)c1ccc(OCC(=O)N2CCN(C)CC2)c(Br)c1 | -0.0767
COc1ccc(OCC(=O)N2CCN(Cc3c[nH]c4ccccc34)CC2)cc1 | 1.05
CC1CN(O)C2CCc3nonc3C12O (configuration not stated) | -0.00788
CCOC(=O)[C@@]1(C#N)C(c2ccc(Cl)c(Cl)c2)[C@H](C(N)=O)N2C=C(C(C)=O)C=C[C@H]21 (some centres not stated) | -2.12
Cc1cc(C)cc(NC(=S)NC2CC3CCCC(C2)N3Cc2cccs2)c1 (configuration not stated) | -1.51
Cn1c(=O)cc(OCCCC(=O)N2CCC3(CC2)OCCO3)c2ccccc21 | 1.49
O=C(COc1ccccc1)N1CCN(Cc2c[nH]c3ccccc23)CC1 | 0.456
CCn1cc(C(=O)c2cccs2)c2ccccc21 | -1.34
CCCCn1c(O)c(C(CC)=NCc2ccco2)c(=O)[nH]c1=O | -0.626
COC(=O)[C@@H]1[C@@H](C(=O)OC)C2(c3ccccc3-c3ccccc32)N(c2ccc(Cl)cc2)N1C#N | -0.875
Cn1c[n+](C)cc1C(O)c1ccccc1 (configuration not stated) | -1.01&0.623
O=C(NC(Cc1ccccc1)C(=O)N1CCC2(CC1)OCCO2)C1CCCCC1 (configuration not stated) | -0.0426
COC(=O)C1=C(c2cc3ccccc3s2)C[C@@H]2CC[C@H]1N2C(=O)N1CCC(O)CC1 | 0.0548
CCOC(=O)C1=C(N)Oc2cc(C)oc(=O)c2C12C(=O)N1c3c(cccc32)C(C)CC1(C)C (configuration not stated) | -0.0624
CCN1CCN(S(=O)(=O)c2ccc(Cl)nc2)CC1 | 1.18
O=C1CC(N2CC=C(c3ccccc3)CC2)C(=O)N1c1ccc(F)cc1 (configuration not stated) | -1.08
C[C@@H]1O[C@@H](O[C@H]2C[C@@H](O)[C@]3(CO)[C@H]4[C@H](O)C[C@]5(C)[C@@H](C6=CC(=O)OC6)CC[C@]5(O)[C@@H]4CC[C@]3(O)C2)[C@H](O)[C@H](O)[C@H]1O | -0.0977
O=P(NS(=O)(=O)c1ccc(Br)cc1)(Oc1ccccc1)Oc1ccccc1 | -0.245
COC(=O)C(C)Oc1cc(C)cc2oc(=O)c3c(c12)CCCC3 (configuration not stated) | -1.76
COC(=O)C1=C(c2cc3ccccc3s2)C[C@@H]2CC[C@H]1N2C(=O)NCCS(C)=O (some centres not stated) | -0.934
O=C(NCc1cccnc1)NC1CCCCC1 | 0.65
COC(=O)C1=C(c2cc3ccccc3o2)C[C@@H]2CC[C@H]1N2C(=O)N1CCCC1 | -1.42
CNC(=O)Oc1ccc2c(c1)C(=O)c1ccccc1CO2 | -0.012
CC12CN3CN(C1)CC(c1ccccc1)(C3)C2=O | 0.107
O=c1[nH]c2ccccc2o1 | -0.311
C[C@@H]1C(=O)O[C@@H]2[C@H](O)C34[C@@H]5OC(=O)C3(O[C@H]3OC(=O)[C@H](O)C34[C@H](C(C)(C)C)[C@H]5O)[C@@]12O (some centres not stated) | 0.369
COP(=O)(CC(=O)O)c1ccccc1 (configuration not stated) | -0.067
CNC(C(=O)c1ccccc1)C(OC(C)C)c1ccc(Cl)cc1 (configuration not stated) | -0.191
C=C1C(=O)O[C@@H]2C[C@@H](C)[C@@H]3C=CC(=O)[C@@]3(C)[C@@H](O)[C@H]12 | -0.463
Additional records:
SMILES | Cav3 T inh
Cc1ccccc1N1C(=O)CC(=O)NC1=O | 0.0486
CCOC(=O)C1=C(C)OC(N)=C(C(=O)OCC)C12C(=O)Nc1ccc(Br)cc12 (configuration not stated) | -3.81*
CCN1C[C@@]2(COC)C3[C@@H](OC)[C@H]4[C@@H]1[C@@]3(C1C[C@H]3[C@H](OC(C)=O)C1[C@]4(OC(C)=O)C[C@H]3OC)[C@@H](OC)C[C@H]2OC(C)=O (some centres not stated) | 0.276
CCOCCCn1c(N)c(C(=O)Nc2sc3c(c2C(=O)OC)CCCC3)c2nc3ccccc3nc21 | -0.348
CCCNC(=O)c1c(N)n(Cc2ccc3c(c2)OCO3)c2nc3ccccc3nc12 | 0.0795
CC(C)(C)c1ccc(O)c(CN2CCN(c3ccccc3)CC2)c1 | 0.512
CN(C)[C@@H]1C(=O)C(C(N)=O)=C(O)[C@@]2(O)C(=O)C3=C(O)c4c(O)cccc4[C@@](C)(O)[C@H]3C[C@@H]12 | -0.413
CCCCn1c(O)c(C(C)=NC(Cc2c[nH]c3ccccc23)C(=O)OC)c(=O)[nH]c1=O (configuration not stated) | -4.34*
CCCCOc1ccc(CN2CCN(CCO)CC2)cc1 | 0.292
CC(=NCC1CCCO1)c1c(O)n(C)c(=O)n(C)c1=O (configuration not stated) | 0.328
O=C(C1CCC(=O)N1Cc1ccc(F)cc1)N1CCC2(CC1)OCCO2 (configuration not stated) | 0.567
CCCC(C)C1(CC)C(=O)NC(=Nc2ccccc2OC)NC1=O (configuration not stated) | -0.479

16 neighbouring entries already listed:
SMILES | Cav3 T inh
CC12CN3CN(C1)CC(c1ccccc1)(C3)C2=O | 0.107
O=c1[nH]c2ccccc2o1 | -0.311
C[C@@H]1C(=O)O[C@@H]2[C@H](O)C34[C@@H]5OC(=O)C3(O[C@H]3OC(=O)[C@H](O)C34[C@H](C(C)(C)C)[C@H]5O)[C@@]12O (some centres not stated) | 0.369
COP(=O)(CC(=O)O)c1ccccc1 (configuration not stated) | -0.067
CNC(C(=O)c1ccccc1)C(OC(C)C)c1ccc(Cl)cc1 (configuration not stated) | -0.191
C=C1C(=O)O[C@@H]2C[C@@H](C)[C@@H]3C=CC(=O)[C@@]3(C)[C@@H](O)[C@H]12 | -0.463
Cc1ccccc1N1C(=O)CC(=O)NC1=O | 0.0486
CCOC(=O)C1=C(C)OC(N)=C(C(=O)OCC)C12C(=O)Nc1ccc(Br)cc12 (configuration not stated) | -3.81*
CCN1C[C@@]2(COC)C3[C@@H](OC)[C@H]4[C@@H]1[C@@]3(C1C[C@H]3[C@H](OC(C)=O)C1[C@]4(OC(C)=O)C[C@H]3OC)[C@@H](OC)C[C@H]2OC(C)=O (some centres not stated) | 0.276
CCOCCCn1c(N)c(C(=O)Nc2sc3c(c2C(=O)OC)CCCC3)c2nc3ccccc3nc21 | -0.348
CCCNC(=O)c1c(N)n(Cc2ccc3c(c2)OCO3)c2nc3ccccc3nc12 | 0.0795
CC(C)(C)c1ccc(O)c(CN2CCN(c3ccccc3)CC2)c1 | 0.512
CN(C)[C@@H]1C(=O)C(C(N)=O)=C(O)[C@@]2(O)C(=O)C3=C(O)c4c(O)cccc4[C@@](C)(O)[C@H]3C[C@@H]12 | -0.413
CCCCn1c(O)c(C(C)=NC(Cc2c[nH]c3ccccc23)C(=O)OC)c(=O)[nH]c1=O (configuration not stated) | -4.34*
CCCCOc1ccc(CN2CCN(CCO)CC2)cc1 | 0.292
CC(=NCC1CCCO1)c1c(O)n(C)c(=O)n(C)c1=O (configuration not stated) | 0.328

The results go on:
SMILES | Cav3 T inh
CC12CN3CC(C)(CN(C1)C31CCSCC1)C2=O | 0.25
C[N+](C)(C)c1ccccc1 | -2.35
Cn1c(=O)cc(OCC(=O)N2CCN(C3CCCCC3)CC2)c2ccccc21 | -0.279
COC(=O)CSC1=NP(=S)(SCC(=O)OC)N2CCCC2=C1C#N (configuration not stated) | 1.53
COC12C(COC(N)=O)C3=C(C(=O)C(C)=C(N)C3=O)N1CC1C2N1C (configuration not stated) | -0.391
CCC(C)n1c(O)c(C(c2ccccn2)c2c(O)n(C(C)CC)c(=S)[nH]c2=O)c(=O)[nH]c1=S (configuration not stated) | 0.0804
O=C(c1ccc(Cl)cc1)C12CN3CN(CN(C3)C1)C2 | 0.384
CC(C)C/C(=N/O)c1c[nH]c2ccccc12 | -3.03
Cn1c2ccccc2c2c(C(=O)N3CCC4(CC3)OCCO4)cn(C3CCCCC3)c(=O)c21 | -5.05*
COc1ccc(C2(c3cccc(O)c3OC)CCN(C(C)=O)CC2)cc1O | -0.0468
CCn1c(=O)cc(SCC(=O)N2CCC3(CC2)OCCO3)c2ccccc21 | 0.561
CC(=NCCN1CCOCC1)c1c(O)n(C2CCCCC2)c(=O)[nH]c1=O | 1.81
CC(C)(C)c1nc(NCc2ccc3c(c2)OCO3)c2nnn(Cc3ccccc3Cl)c2n1 | 0.246
O=C(CSC1c2ccccc2-c2ccccc21)N/N=C/c1ccccc1O | -3.13
COc1ccc(C2=NCc3nnc(C)n3-c3ccc(Cl)cc32)cc1Cl | 0.405
CN(C)c1ccc(NC(=O)CN2C(=O)CN=C(c3ccccc3)c3ccccc32)cc1 | -5.04*
Cc1ccc(-n2nc(C)c3c2NC(=O)CSC3c2ccc3c(c2)OCO3)cc1 (configuration not stated) | -8.38*
CCC(=O)N1c2ccc(S(=O)(=O)CCC(=O)N3CCC4(CC3)OCCO4)cc2CC1C (configuration not stated) | 0.871
C=Cn1ccnc1P(=S)(c1nccn1C=C)c1nccn1C=C | 0.223
CC(=NCc1ccco1)c1c(O)n(Cc2ccccc2)c(=O)[nH]c1=O | -0.0513
Oc1ccc2c3c1OC1C(O)CC[C@@]4(O)[C@@H](C2)N(CC2CCC2)CC[C@]314 (some centres not stated) | -1.35
C=C1C(=O)O[C@H]2[C@H]1[C@H](OC(=O)CC(=O)O[C@@H]1C[C@@H](C)[C@@H]3C=CC(=O)[C@@]3(C)[C@H]3OC(=O)C(=C)[C@H]13)C[C@@H](C)[C@H]1C=CC(=O)[C@]12C | 0.623
COC(=O)C1=C(c2ccc(S(C)(=O)=O)cc2)C[C@@H]2CC[C@H]1N2C(=O)NCCS(C)=O (some centres not stated) | 0.991

Source: PubChem BioAssay (Vanderbilt High Throughput Screening Facility)
